Peg3 imprint = induces erasure of genomic imprints in mouse ES cells; mouse ES Peg3-LacZ reporter, beta-gal luminescence, 40 h; Potency, µM (highest dose often 60.7 µM), inactives show at the top dose activity change, positive = activation, usual class: activators; 0.02% of 110,000 active;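 note: 0% = negative control wells on the plate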
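Gelatin-coated wells received 300 freshly trypsinized female ES cells with a Peg3LacZ-Neo reporter on the maternal allele, then incubated 40 hours at 37C. BetaGlo was added for 5 minutes at room temperature before a single luminescence read.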
p53ts 39C kill = p53ts cell cytotoxicity, nonpermissive temperature; H1299-p53A138V viability at 39C, ATP luminescence, 24 h; Potency, µM (series often up to 46.1 µM), without a hit: at the top dose activity change, negative = cell killing, most hits filed as cytotoxic; 1.5% of 130,000 active; note: nearly all actives have a fitted effect of over 55% in size
p53ts 32C kill = kills p53ts cells at the permissive temperature; H1299-p53A138V at 32C, ATP luminescence viability, 24 h; Potency, µM (top dose mostly 46.1 µM), for inactives: at the highest dose activity change, negative = cytotoxicity, most hits filed as cytotoxic; 0.93% of 130,000 active; AID 924;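 note: 0% = DMSO and -100% = full killing by reference compound; nearly all actives have a fitted effect of over 55% in size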
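H1299-p53 A138V cells (temperature-sensitive p53) exposed 24 h to up to 46 uM compound at 32C, where p53 is wild-type in conformation. Viability read as ATP luminescence and normalised to DMSO and 100 uM tamoxifen. AC50 fitted with the Hill equation.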
IkB sig inh = IkB pathway inhibition in ABC-DLBCL cells; ABC-DLBCL IkBa-CBG/CBR dual luciferase ratio, 4 h; response scale: scaled: untreated 0%, proteasome inhibitor 100%; Potency, µM (top dose mostly 57.1 µM), for inactives: top-dose IkBa stabilization activation; 0.04% of 110,000 active; active = well fitted curve in the direction sought with a large enough effect in the signal ratio, not every such curve was filed as active; inconclusive = small, poorly fitted or top-dose-only effect, or a change in a side signal; the % refers to the signal ratio;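 note: the direction sought is a rising ratio; 0% = basal untreated cells and 100% = reference inhibitor full response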
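Luminescence ratio of IκBα-fused green versus native red beetle luciferase in OCI-Ly3 cells, 4 h post-doxycycline with compound; red signal alone, scaled from basal (0%) to zero light (-100%), flagged nonspecific or cytotoxic effects.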
* = called active by the depositor; ? = inconclusive; · = not tested or not shown; [ ] = remark or other dose. Unless noted, calls come from the whole dose curve; as a rule, active = well fitted curve in the direction sought with a large enough effect; inconclusive = small, poorly fitted or top-dose-only effect, or another doubt; inactive = no such curve, though single readings can be large; an effect the other way counts as inactive or inconclusive. Unless noted, % is set by controls: 0 for no effect and ±100 for the full control effect; potency is the fitted concentration of half-maximal effect.

structure,Peg3 imprint,p53ts 39C kill,p53ts 32C kill,IkB sig inh
Cc1c(NC(=O)C(C)Sc2nc3ccccc3c(=O)n2CCO)c(=O)n(-c2ccccc2)n1C (stereo not drawn),-9%,-1%,0%,1.3%
COc1ccc(CN2C(=O)C(NC(=O)c3ccc(C)cc3)(C(F)(F)F)N=C2c2ccccc2)cc1 (stereo not drawn),12%[10.9 µM],2%,-1%,0.4%
COc1ccccc1NC(=O)c1ccc(C)s1,-43%[inhibitor],-14%,-18%,13%
CC(=O)c1ccc(N2C(=NC(=O)C(C)C)SC3CS(=O)(=O)CC32)cc1 (stereo not drawn),-8%,6%,3%,0.4%
Cc1ccc(NC(=O)CCC(=O)N2Cc3ccccc3Oc3ncccc32)cc1,8%[10.9 µM],-8%,9%,-0.3%
COc1ccccc1-c1noc(CSc2nc3ccc(C)cc3[nH]2)n1,-15%[10.9 µM],-15%,-5%,7.7%
CCOc1cc(C(=O)Nc2ccc3nc(N4CCN(C)CC4)cc(C)c3c2)cc(OCC)c1OCC,-5%[10.9 µM],?,-11%,?
COc1ccc(OC)c(/C=N/c2oc(-c3ccco3)c(-c3ccco3)c2C#N)c1,-2%,1%,18%,-0.4%
Cn1cc(Cl)c(-c2nc3ccccc3[nH]2)n1,-71%[inhibitor],-24%,?,?
CC(C)(C)NC(=O)CSc1n[nH]c(=O)n1-c1ccccc1,1%,9%,2%,-1.5%
COc1ccc(OC)c(N2C(=O)CC(Cc3cc(C)cc(C)c3)C2=O)c1 (stereo not drawn),·,10%,-15%,·
COc1ccc2c(c1)sc1nc(-c3ccccc3)cn12,-93%[inhibitor],1.3µM*,0.63µM*,?
CCC(C)NS(=O)(=O)c1ccc(OCC(=O)N2CCCC2)cc1 (stereo not drawn),·,12%,-6%,·
CC(=O)c1ccc(OCC(O)CN2CCN(Cc3ccc4c(c3)OCO4)CC2)cc1 (stereo not drawn),-15%,-5%,-3%,1.8%
CC(C)[C@H](NC(=O)Nc1cccc(C(F)(F)F)c1)C(=O)O,-8%,5%,-4%,0.8%
O=S(=O)(c1ccccc1)N1CCC2(CCN(c3ccccc3)CC2)CC1,·,-12%,-21%,3.1%[11.4 µM]
COc1cc2cc(Oc3ccc4ccc(=O)oc4c3)c(=O)oc2cc1O,-7%,1%,2%,1.6%[11.4 µM]
Cc1ccc2nc(Nc3nc(C)cc(C(F)(F)F)n3)nc(C)c2c1,-3%,2%,4%,-0.1%
CCn1c(CNC(=O)c2ccc(OC)cc2)nnc1SCC(=O)Nc1ccc(C)cc1,-11%[10.9 µM],-12%,-2%,-0.9%
COc1cc(-c2noc(CCCC(=O)NCc3ccco3)n2)cc(OC)c1OC,-11%,6%,7%,4.4%
CN(CC(=O)O)Cc1oc(CO)cc(=O)c1O,-10%[10.9 µM],-4%[9.22 µM],0%[9.22 µM],0.1%[11.4 µM]
COCCN(Cc1cccs1)S(=O)(=O)c1cc(-c2cc(C)no2)ccc1C,-19%[10.9 µM],-11%,6%,2.9%
Cc1nc2ccccc2n1CCc1nc2c3ccccc3nc(SCC(=O)Nc3ccc(C(C)C)cc3)n2n1,-15%[10.9 µM],10µM*,?,-4.2%
O=C(Cn1cc(SCc2ccccc2F)c2ccccc21)N1CCCC1,-17%[10.9 µM],-3%,-16%,?
Cc1cc(C)cc(-n2c(C)nc3cc(C(=O)O)ccc32)c1,-7%[10.9 µM],5%,-6%,0.5%
CCCCCC(=O)NC(NC(=S)NC1CCS(=O)(=O)C1)C(Cl)(Cl)Cl (stereo not drawn),·,20%,-6%,·
CC(NC(=O)c1ccc(CSc2nc3ccncc3n2Cc2ccc(F)cc2)cc1)c1ccccc1 (stereo not drawn),-11%[10.9 µM],-18%,0%,?
COC(=O)c1c(NC(=O)c2ccco2)sc(C)c1C,-1%,-7%,-3%,1.6%
COc1ccc(C)cc1NC(=O)Nc1cccc(OCc2cc(=O)n3ccc(C)cc3n2)c1,-11%[10.9 µM],-1%,-8%,?
Cc1ccccc1OCC(=O)N1N=C(C(F)(F)F)CC1(O)C(C)(C)C (stereo not drawn),·,8%,-10%,·
COc1ccc(N2C(=O)CSC23C(=O)N(CC(=O)NC2CCCCC2)c2ccccc23)cc1 (stereo not drawn),4%[10.9 µM],16%,4%,?
O=C(O)c1cc2c([nH]c1=O)CCCC2,2%,-19%,-9%,-0.4%

(listing goes on)
Each structure is followed by: Peg3 imprint	p53ts 39C kill	p53ts 32C kill	IkB sig inh
- O=C(CSc1nnc(CN2CCOCC2)n1-c1ccccc1)Nc1ccc(Cl)cc1
→ -21%	6%	-7%	1.2%
- COc1ccccc1-c1nnc(C2CCN(S(=O)(=O)c3ccccc3)CC2)o1
→ -15%[10.9 µM]	7%	-4%	2.8%
- COc1ccc(-n2c(=O)c(CCc3ccccc3)nc3cnc(N4CCOCC4)nc32)cc1
→ 6%	7%	2%	-0.1%[11.4 µM]
- CC(O)CCc1nc2ccc(C(=O)O)cc2[nH]1 (stereo not drawn)
→ -4%	-5%	10%	1.0%
- Cc1cccc2cc(CN(Cc3cccs3)C(c3nnnn3C3CCCC3)C(C)C)c(=O)[nH]c12 (stereo not drawn)
→ ·	0%	-23%	?
- Cc1ccc(S(=O)(=O)N2CCCC(C(=O)O)C2)s1 (stereo not drawn)
→ 14%	4%	-1%	0.0%
- COC(=O)NC(c1ccco1)[C@@]1(C(=O)OC)CCCC1=O (stereo partly drawn)
→ ·	2%[9.22 µM]	-7%[9.22 µM]	·
- Oc1ccc(C=NCC2COc3ccccc3O2)cc1 (stereo not drawn)
→ -24%	3%	0%	-0.9%
- COc1ccccc1N1CCN(C(c2ccc(Cl)cc2)c2nnnn2C(C)(C)C)CC1 (stereo not drawn)
→ -3%	-15%	8%	?
- O=S(=O)([N-]c1nc2ccccc2nc1-[n+]1ccccc1)c1ccccc1
→ ·	2%	-10%	·
- CCCCOc1ccc(C2=NC(c3ccncc3)=Nc3ccc(OCC)cc3N2)cc1
→ -13%[10.9 µM]	-7%	4%	?
- Cn1cccc1Cc1nnc(SCC(=O)Nc2cccc(Cl)c2)n1-c1ccc(F)cc1
→ -17%	0%	1%	?
- CCc1ccccc1NS(=O)(=O)c1ccc2c(c1)CC(=O)N2
→ -11%[10.9 µM]	18%	10%	-0.9%
- COc1cc(C2C3C(=O)N(Cc4ccccc4)C(=O)C3ON2c2ccccc2)cc(OC)c1OC (stereo not drawn)
→ 1%	-8%	7%	7.1%
- Cc1cccc(NC(=O)Cn2c(=O)n(Cc3nc(-c4ccccc4)no3)c(=O)c3ccccc32)c1
→ 16%[10.9 µM]	?	-16%	?
- CC(=O)NC1=NC(=O)/C(=C/N2CCCCC2)S1
→ 20%	10%	2%	1.9%
- Cc1nn(Cc2ccc(F)cc2)c(C)c1NC(=O)c1noc2c1CCCCC2
→ -15%	4%	1%	?
- COc1ccccc1NC(=O)N1c2ccccc2Sc2ccccc21
→ -14%[10.9 µM]	-7%	4%	3.8%
- Cn1cccc1C(=O)OCC(=O)Nc1cc(C(C)(C)C)nn1-c1ccccc1
→ -22%	1%	8%	6.7%
- COC(=O)c1ccc(NC(=O)c2sc3nc(-c4ccccc4)cn3c2C)cc1
→ -20%	-3%	-3%	?
- Cc1cc(C)c(C)c(S(=O)(=O)Nc2ccccc2C(=O)NCCCn2ccnc2)c1C
→ -4%	8%	5%	1.1%
- CCCCCn1c(CCCNC(=O)c2ccc(Cl)cc2)nc2ccccc21
→ -4%[10.9 µM]	?	19%	?
- COCCn1c(CCC(=O)Nc2ccc(C)c(Cl)c2)nc2cccnc21
→ -6%[10.9 µM]	5%	-8%	?
- COc1ccc(C2C(C(=O)Nc3ccc(F)cc3)=C(C)Nc3nc(CCCO)nn32)cc1 (stereo not drawn)
→ -5%	1%	-4%	?
- CCOC(=O)C(NCc1ccc2c(c1)OCO2)(NC(=O)CC)C(F)(F)F (stereo not drawn)
→ -8%	10%	1%	-1.1%
- CCOC(=O)C(Cc1ccc(O)cc1)NC(C)=O (stereo not drawn)
→ -3%	-24%	-17%	·
- COCCNC(=O)C(=O)NCC(c1cccnc1)N1CCN(c2ccccc2F)CC1 (stereo not drawn)
→ -14%[10.9 µM]	-14%	-5%	?
- COC(=O)c1cc2occc2n1Cc1nc(-c2ccccc2F)oc1C
→ -6%[10.9 µM]	9%	-11%	-1.1%
- COC(=O)C1CCN(C(=O)CCCOc2ccccc2)CC1
→ -53%[inhibitor]	2%	3%	6.1%
- CCCCSc1c(C)c2cc3c(cc2[nH]c1=O)OCO3
→ -21%	7%	4%	-2.1%
- Cc1nc2ccccc2c(=O)n1NC(=O)c1ccc(F)cc1Cl
→ 2%	-8%	-6%	-0.2%
- CCCn1c(=NC(=O)c2c(-c3c(F)cccc3Cl)noc2C)c(C(=O)OCC)cc2c(=O)n3ccccc3nc21
→ -16%[10.9 µM]	9%	0%	-3.6%
- COc1ccc(N(Cc2cccs2)C(=O)COc2cccc(C)c2C)cc1
→ -11%[10.9 µM]	5%	15%	?
- Cn1ncc(Cl)c1C(=O)N1CCc2ccccc21
→ -1%	5%	7%	3.6%
- CC(C)Cc1cc(C(=O)NCc2ccc(Cl)cc2)no1
→ -6%[10.9 µM]	0%	5%	3.3%
- CN(C)c1ccc(C2C3=C(CCCC3=O)OC3=C2C(=O)CCC3)cc1
→ -6%	-1%	4%	0.0%
- COc1ccc(NC(=O)CSc2nc3nc(C)c(Cc4ccccc4)c(C)n3n2)cc1OC
→ -9%[10.9 µM]	41%[activator]	-1%	?
- O=C(O)C1CC=CCC1C(=O)NCCc1ccccc1 (stereo not drawn)
→ -6%	-2%	-7%	2.4%
- CCOC(=O)CSc1nnc(-c2ccco2)n1C
→ -11%	-11%	-3%	-1.7%
- CCOC(=O)CCNC(=O)Nc1ccc2nc(C)n(Cc3ccccc3Cl)c(=O)c2c1
→ -5%	1%	5%	?
- Nc1ccc(-n2ccnc2)cc1
→ -11%	-8%	-9%	-0.7%
- O=C(c1ccco1)N1CCN(C2CC(=O)N(c3ccc4c(c3)OCO4)C2=O)CC1 (stereo not drawn)
→ -2%	0%	-4%	-0.4%
- Cc1ccc(-n2nc(C)c3nc(CCC(=O)Nc4cccc(F)c4)c(=O)n(C)c32)cc1
→ 13%[10.9 µM]	11%	-3%	-0.1%
- C[C@@H]1CC[C@@H]2C(=O)N3[C@@H](CC[C@@H](C)[C@@H]3c3ccc(-c4ccco4)cc3)C(=O)N2[C@H]1c1ccc(-c2ccco2)cc1
→ ·	6%[9.22 µM]	-4%[9.22 µM]	·
- CCOC(=O)c1c(Nc2cccc(C)c2)nnc(-c2ccccc2)c1-c1ccccc1
→ -21%[10.9 µM]	0%	12%	6.6%
- CCC(CC)C(=O)Nc1cc(-c2nc3cccnc3s2)ccc1C
→ -10%[10.9 µM]	?	?	1.8%
- O=C(CN1C(=O)c2cccc3cccc1c23)Nc1ccc(S(=O)(=O)N2CCOCC2)cc1
→ 9%	9%	19%	4.2%
- NC(=O)NC(=O)Nc1ccccc1Cl
→ -20%	-4%	-10%	-1.1%
- Cc1ccc(C)c(Nc2nn3c(=O)c4ccc(C(=O)NC5CCCCC5)cc4nc3s2)c1
→ 6%[10.9 µM]	-11%	1%	-2.5%
- CC1(C)CC(=O)C(C#N)=C(NCCCO)C1
→ 26%	3%	-3%	2.3%
- O=c1c(O)c(-c2ccc(O)cc2)oc2ccccc12
→ -4%	13%	21%	·

Profiles, quoted from the list:
`COc1ccc(-n2c(=O)c(CCc3ccccc3)nc3cnc(N4CCOCC4)nc32)cc1` across the screens: Peg3 imprint: 6%; p53ts 39C kill: 7%; p53ts 32C kill: 2%; IkB sig inh: -0.1%[11.4 µM]
`CCCCCC(=O)NC(NC(=S)NC1CCS(=O)(=O)C1)C(Cl)(Cl)Cl` (stereo not drawn) across the screens: Peg3 imprint: ·; p53ts 39C kill: 20%; p53ts 32C kill: -6%; IkB sig inh: ·

Assay outcomes from PubChem.
